# Compound activity from PubChem.
# HSF1 inh = HSF1 inhibition | activity change, negative = inhibition, % at 7.5 µM (by protocol) | NIH3T3-HGL HSE-luciferase, MG132-induced, luminescence 8 h; active compounds read low | actives 0.77% (n = 300,000);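 active means more than half of replicate wells show activity change below -50%, luminescence cut by over half; inconclusive means some wells, but at most half, below -50%; inactive means no replicate well below -50%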;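 further: luciferase reports HSF-1 transcriptional activity via heat shock element; 0% = median of DMSO wells and -100% = zero luminescence signal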
# HSP90 refold inh = HSP90 refolding inhibition in rabbit reticulocyte lysate | inhibition, % at 5.6 µM | luciferase refolding luminescence, 3 h | actives 0.91% (n = 290,000) | AID 1789;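 active means inhibition above the screen-wide mean plus 3 SD, computed separately per campaign, cut at about 16% in these data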;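 further: 0% = DMSO wells and 100% = 60 µM geldanamycin wells; inhibitors lower the luminescence because luciferase stays unfolded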
# aSyn UTR inh = 5' untranslated region of α-synuclein, MLPCN primary screen; actives 0.82% (n = 300,000); alpha-synuclein 5'UTR reporter, inhibitor activity; inhibition, % (tested at 7.5 µM); AID 1813; in the data active means inhibition above about 60%; inconclusive means no clear call, values can overlap the other calls;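 further: H4 neuroglioblastoma cells stably carrying SNCA 5'UTR luciferase fusion; 0% = DMSO wells and 100% = positive control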
# GSK3beta inhib = inhibitors of human GSK3beta kinase. actives 0.038% (n = 300,000). AID 2097. P49841. activity score (negative = inhibition), % at 10 µM. GST-GSK3beta kinase, ADP-Glo luminescence, 60 min; active compounds read low;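 active means more than half of replicate wells score below -50%, meaning over 50% inhibition versus plate controls; inconclusive means some replicates but at most half score below -50%; inactive means no replicate scores below -50%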;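 further: 0% = median DMSO wells and -100% = median GW8510 positive control wells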
# Target sequence (P49841 whole entry, looked up): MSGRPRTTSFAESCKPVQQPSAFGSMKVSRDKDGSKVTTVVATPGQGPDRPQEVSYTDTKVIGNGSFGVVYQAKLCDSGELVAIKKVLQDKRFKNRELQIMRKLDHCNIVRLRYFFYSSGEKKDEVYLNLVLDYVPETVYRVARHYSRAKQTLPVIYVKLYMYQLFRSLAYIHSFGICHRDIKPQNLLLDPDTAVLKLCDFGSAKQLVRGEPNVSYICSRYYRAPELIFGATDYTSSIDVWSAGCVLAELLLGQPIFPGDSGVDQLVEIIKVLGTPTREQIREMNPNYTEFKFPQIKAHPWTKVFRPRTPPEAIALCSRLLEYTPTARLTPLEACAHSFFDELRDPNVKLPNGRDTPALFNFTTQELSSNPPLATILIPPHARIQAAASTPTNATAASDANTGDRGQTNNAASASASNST
#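 Assay system: GST-tagged human GSK3beta kinase, cell-free; Input: 1.6 ng GSK3beta; Medium: Tris/MgCl2 kinase buffer; Timing: 60 min enzyme reaction, room temperature; Signal: ADP-Glo luminescence quantifying ADP generated by kinase; Evaluation: score relative to plate controls; Benchmarks: DMSO neutral wells and GW8510 at 20 µM as positive.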
# HIF activator = HIF pathway transcriptional activation; U2OS HRE-luciferase reporter, luminescence; normalized: DMSO 0%, desferrioxamine 100%; activation, % at 7.5 µM (by protocol); actives 0.32% (n = 300,000); AID 1910;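 active means mean activation of at least 10% of the iron chelator positive control signal, with at least half of replicates also reaching 10%; inconclusive means mean and replicate majority disagree about reaching 10%; inactive means mean and most replicates under 10%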
# GSK3 alpha inh = human GSK-3 alpha kinase inhibition. P49840. ADP-Glo luminescence, 60 min. inhibition, % at 10 µM. actives 0.1% (n = 320,000);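 in the data active means inhibition above about 50%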;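 further: GST-tagged GSK-3 alpha with peptide substrate and 25 µM ATP; 0% = DMSO neutral wells and 100% = GW8510 positive control wells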
# Target sequence (P49840 whole entry, looked up): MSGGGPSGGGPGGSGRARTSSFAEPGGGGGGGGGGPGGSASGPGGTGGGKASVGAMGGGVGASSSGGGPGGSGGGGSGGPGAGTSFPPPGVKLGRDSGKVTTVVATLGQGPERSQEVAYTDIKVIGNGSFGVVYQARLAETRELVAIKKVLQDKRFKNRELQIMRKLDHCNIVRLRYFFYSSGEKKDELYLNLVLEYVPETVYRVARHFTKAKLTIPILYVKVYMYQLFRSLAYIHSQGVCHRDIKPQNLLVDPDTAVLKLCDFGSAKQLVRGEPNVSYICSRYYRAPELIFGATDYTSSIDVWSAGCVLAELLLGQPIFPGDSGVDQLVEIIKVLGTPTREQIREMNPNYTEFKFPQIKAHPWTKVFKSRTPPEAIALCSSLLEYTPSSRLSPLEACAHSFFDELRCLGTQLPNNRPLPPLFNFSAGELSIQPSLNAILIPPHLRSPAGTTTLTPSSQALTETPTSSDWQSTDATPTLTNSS
# IEC-6 tox = counter-screen for KLF5 inhibitors: cytotoxicity in IEC-6 cells | IEC-6 cytotoxicity, luminescence viability | inhibition, % at 5 µM | actives 0.78% (n = 290,000); in the data active means inhibition above about 22%;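 further: 0% = plate median of test compound wells and 100% = cytotoxic reference compound wells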
# HSF-1 act = increases HSF-1 driven luciferase reporter signal; activation, % at 9 µM; actives 1.7% (n = 300,000); AID 504408; NIH3T3-HGL HSF-1 luciferase reporter, MG132, 8 h; 100% = twice DMSO control signal;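 active means mean replicate activation of at least 50% with a set share of replicates each reaching 50%; inconclusive means only one of those two conditions met; inactive means mean below 50% and too few replicates reaching it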;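 further: 0% = median of the neutral control wells and 100% = twice that signal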
# KLF5 inhibitor = inhibitors of KLF5 expression; actives 0.23% (n = 290,000); DLD-1 KLF5 promoter-luciferase reporter, luminescence; inhibition, % at 5 µM;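 active means inhibition above a per-plate limit of that plate's mean compound inhibition plus 3 SD, cut at about 60% in these data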;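 further: 0% = DMSO wells and 100% = LY294002 at 200 µM; higher means less KLF5 promoter-driven luciferase light; inactives centre near -14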
# AI-2 QS modul = Vibrio harveyi AI-2 quorum sensing modulation. AID 2094. actives 0.4% (n = 300,000). Vibrio harveyi JMH597 AI-2 luminescence/OD600 ratio, 9 h; active compounds read low; strain lacks LuxN and CqsS sensors; 0 = neutral-control median. activity change, % at 7.5 µM; in the data active means activity change below about -75%, passing the limit was not always enough; inconclusive means no clear call, values can overlap the other calls;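 further: luminescence divided by OD600 gain over 9 h not by final OD600 alone; inactives centre near 13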
# * hit, by the source's call; ? = inconclusive; . = no result given. Rows are unselected. Share with any hit: about 4.7%.
SMILES,HSF1 inh,HSP90 refold inh,aSyn UTR inh,GSK3beta inhib,HIF activator,GSK3 alpha inh,IEC-6 tox,HSF-1 act,KLF5 inhibitor,AI-2 QS modul
CCOC(=O)CSc1cc(CSc2ccccc2)nc(-c2ccccc2)n1,1,4,33,-1,-0.3,-3,3,4,6,10
Cc1noc(C)c1C(=O)Nc1nc2ccc(Cl)cc2s1,15,-1,-82,2,2.0,0,-3,9,-71,6
CCOC(=O)c1cc(-c2cc(OC)c(OC)c(OC)c2)nc2c1c(=O)[nH]c(=O)n2Cc1ccccc1,-4,4,-60,-1,-0.7,0,-3,-20,2,7
CC(C)(C)CN1CCN(CCCc2ccccc2)C(CCO)C1 (centres undefined),-5,-3,-1,1,1.9,-3,-4,-7,-31,4
Cc1ccccc1-n1nc2c(c1NC(=O)c1cccs1)CS(=O)(=O)C2,-3,1,-9,-1,-0.4,0,1,6,-15,19
Cc1ccc2c(c1)nnn2C1CCN(CC(=O)NCc2ccccc2F)CC1,-2,-2,16,2,0.0,-3,-5,8,-12,12
COc1cccc(NC(=O)CN2C(=O)c3cccnc3Oc3ccc(Cl)cc32)c1,12,-3,-56,3,0.6,1,1,36,-20,4
CC1=C(C(=O)OC2CCCCC2)C(c2ccc(C)o2)C2=C(CC(C)(C)CC2=O)N1 (centres undefined),10,-4,-23,0,0.5,-1,-3,23,-27,22
CCCn1c(C(C)NC(C)=O)nc2ccccc21 (centres undefined),-1,-2,9,1,-0.1,-4,-4,9,2,15
Cc1ccc(-n2ncc3c(=O)n(CC(N)=O)cnc32)cc1C,1,-1,-39,-2,-22,-4,4,7,-49,5
COc1ccc(Br)c(/C=N/NC(=O)COc2ccc(-c3ccccc3)cc2)c1,-2,1,1,3,-23,0,-1,-11,-16,-3
Cc1ccc(C(=O)C(C)OC(=O)C2CCN(c3ccc(C(F)(F)F)cn3)CC2)cc1C (centres undefined),1,.,4,.,0.1,-1,.,3,.,.
CC1=CC(=O)C=C(C)C1=NOc1ccc([N+](=O)[O-])cc1,-3,5,18,0,-2.7,-1,1,8,-13,-4
O=C(CCn1nc(-c2ccccc2)ccc1=O)N1CCCC1,4,2,16,3,0.6,-2,0,-8,-21,50
CC(=O)c1ccc(NC(=O)C(C)NCc2ccccc2Cl)cc1 (centres undefined),19,6,-78,0,3.7,-2,-5,17,-63,19
CCn1c(SCC(=O)Nc2nc(C)c(C)s2)nc2cccnc21,-4,0,-17,0,-0.9,6,4,35,6,32
Cc1c(C(=O)N2c3ccccc3CC2C)oc2ccccc12 (centres undefined),26,0,-76,1,3.3,2,12,?,-61,2
O=C(c1cccn(Cc2cccc(Cl)c2)c1=O)N1CCOCC1,-11,4,4,-1,-0.1,5,0,7,-11,35
Cc1cc(O)c(C(C)C)cc1NC(=O)Cn1nc(C)c2ccccc2c1=O,1,8,-7,4,-0.3,-2,6,17,-5,-40
CC(=O)Nc1nc(SCc2ccc(Cl)cc2Cl)n[nH]1,0,1,-15,-4,0.1,-1,4,1,-12,31
O=C(NCc1cccc(Cl)c1)C1CCC(=O)N(CCCN2CCOCC2)C1 (centres undefined),-3,0,10,2,-1.7,.,-2,12,8,23
Cc1ccc(Nc2nc(CSc3nnc(-c4ccccc4)n3C)cs2)cc1,15,0,-68,-2,2.9,0,7,43,-18,6
CCOc1cc(C(=O)NCCN2C(=O)S/C(=C\c3cccnc3)C2=O)cc(OCC)c1OCC,-12,-3,-12,1,-0.6,-2,-2,8,-4,13
CSc1cccc(NS(=O)(=O)c2ccc(C(C)=O)cc2)c1,-2,3,-29,1,0.0,0,4,-5,-43,28
O=C(CCC(=O)NNC(=O)Nc1ccc(Cl)cc1)NCc1ccccc1,-6,-1,-13,-1,0.0,0,-2,-15,0,5
O=C(Nc1ccc(NC(=O)c2ccco2)c(Cl)c1)c1cccc([N+](=O)[O-])c1,3,-7,-39,-5,-0.5,1,-4,1,-11,3
NS(=O)(=O)c1ccc(NC(CNS(=O)(=O)c2ccccc2)c2ccccc2)cc1 (centres undefined),-6,2,20,0,-0.3,2,1,-5,-3,41
O=C(Nc1ccc(Cl)cn1)C1CCCN1S(=O)(=O)c1ccc(Cl)cc1 (centres undefined),2,2,25,-4,-0.4,-1,-4,-7,-18,-12
CC(=O)c1cccc(CN2CCCC(C(=O)Nc3cccc(-n4cccn4)c3)C2)c1 (centres undefined),1,-4,15,3,0.1,-2,-2,16,-13,50
COc1ccc(C2CC(c3cccc(C)c3)n3ncnc3N2)cc1 (centres undefined),0,3,9,2,0.0,-1,2,-6,9,14
COc1ccc(N(CC(=O)Nc2ccccc2C)S(=O)(=O)c2c(C)[nH]c(=O)[nH]c2=O)cc1,-3,4,0,-3,0.1,-4,-2,-13,4,9
CONC(=O)Nc1ccccc1[N+](=O)[O-],-1,1,20,0,-0.1,0,1,-8,-23,23
COC(=O)c1ccc(CSc2cc(C)c3ccccc3n2)o1,-11,-1,11,1,0.1,-3,6,-19,-33,13
O=C(CSc1ccncc1)Nc1ccc(S(=O)(=O)Nc2nccs2)cc1,-3,-1,14,4,0.4,-4,-1,-4,-26,-1
CC1=NN(c2ccccc2)C(=O)/C1=C\c1cn(-c2ccccc2)nc1C,6,-1,-4,-3,0.0,-3,3,7,-32,19
O=C(NCc1ccc(Cl)cc1)c1ccncc1,-11,-3,2,-1,0.4,0,-2,9,-38,4
CCn1c(=O)cc(OCC(=O)N2CCCCCC2)c2ccccc21,11,-1,18,1,0.3,-3,3,10,-25,4
Cc1cc(C)c2c(N)c(C(=O)NCc3ccco3)sc2n1,-2,2,-53,-2,0.4,2,-1,-7,-18,10
O=C(Nc1cccc(Cl)c1)C1C2C=CC3(O2)C1C(=O)N(CCN1CCCCC1)C3C(=O)NC1CCCCC1 (centres undefined),-1,-1,-4,.,-0.2,-3,3,-5,-7,.
CCCc1nc2ccc(NC(=O)c3cccs3)cc2c(=O)n1Cc1ccccc1Cl,19,-6,-9,2,0.4,-1,-10,61*,14,14
NCCCn1cnc2ccccc21,-8,0,-20,1,0.9,-2,-3,-4,-2,-5
CC(=O)Nc1ccc(NC(=O)C(C)OC(=O)CCCOc2ccc(Cl)c(C)c2)cc1 (centres undefined),-2,5,18,2,-0.1,-2,11,-4,-5,9
CCOC(=O)c1sc2nc(C(C)C)c3c(c2c1N)CCC3,10,-4,-43,0,0.5,1,6,4,-26,0
Cc1ccc(NC(=O)c2ccc(S(=O)(=O)Nc3c(C)n(C)n(-c4ccccc4)c3=O)cc2)nc1,3,.,-3,-3,0.1,-4,.,19,.,34
CCOc1cc(C(=O)N2CCN=C2SC)cc(OCC)c1OCC,4,-2,-26,1,-0.1,2,-5,-8,-37,19
O=S(=O)(c1cccs1)N1CCN(c2ccccc2Cl)CC1,1,-2,4,1,0.2,1,-12,10,-25,2
O=C(c1ccc2nc(-c3ccccc3)c(-c3ccccc3)nc2c1)N1CCCCC1,-7,4,26,0,-0.2,-3,2,6,13,17
Cc1cc(Cl)ccc1NC(=S)N(CCCN1CCOCC1)Cc1cccs1,0,0,1,0,-0.3,-3,0,2,-5,8
CN1CCN(C(=O)CCC(=O)O)CC1,0,-4,-2,1,0.1,0,1,5,-9,11
CSc1nnc(-c2ccccc2SC)o1,4,3,13,2,0.8,1,3,9,-18,16

# A run of entries from further up, for reference:
SMILES,HSF1 inh,HSP90 refold inh,aSyn UTR inh,GSK3beta inhib,HIF activator,GSK3 alpha inh,IEC-6 tox,HSF-1 act,KLF5 inhibitor,AI-2 QS modul
NCCCn1cnc2ccccc21,-8,0,-20,1,0.9,-2,-3,-4,-2,-5
CC(=O)Nc1ccc(NC(=O)C(C)OC(=O)CCCOc2ccc(Cl)c(C)c2)cc1 (centres undefined),-2,5,18,2,-0.1,-2,11,-4,-5,9

# Further compounds
SMILES,HSF1 inh,HSP90 refold inh,aSyn UTR inh,GSK3beta inhib,HIF activator,GSK3 alpha inh,IEC-6 tox,HSF-1 act,KLF5 inhibitor,AI-2 QS modul
Nc1nc(-c2ccccc2)cs1,-2,5,-97,-1,0.5,-4,0,5,-63,34
Cc1ccc(OC(=O)COc2ccccc2C)c(-n2nc3ccccc3n2)c1,30,1,-233,-4,2.8,0,0,41,-84,9
CC1CCN(S(=O)(=O)N2CCC(C(=O)NCc3cccs3)CC2)CC1,-2,-3,-3,-1,-0.4,-1,1,-7,-35,15
Cc1ccc(C(=O)NCCc2nnc3ccc(SCC(=O)Nc4ccccc4C)nn23)cc1,1,1,26,14,-0.4,.,0,-20,-6,15
O=C(O)CCC(=O)Nc1ccc(C(=O)OCC(=O)c2ccc(Cl)cc2Cl)cc1,6,0,-5,-3,0.1,-1,-8,18,-29,7
COc1cccc(NS(=O)(=O)c2ccc3[nH]cc(C(=O)N(C)Cc4ccco4)c(=O)c3c2)c1,-5,2,21,1,-0.4,0,3,-14,-30,19
NC(=O)c1ccccc1NCC(=O)c1ccc(Cl)cc1,10,1,2,5,2.2,1,-2,22,-41,19
CCOC(=O)Cn1ccc(NC(=O)c2ccc(F)cc2)n1,12,0,9,1,0.8,0,-3,4,-22,0
CC1CN(C(=S)Nc2ccccc2)CC(C)O1 (centres undefined),8,0,-4,0,0.6,3,-4,9,-37,23
CC(C)CN(C(=O)COC(=O)c1ccc(Br)o1)c1c(N)n(Cc2ccccc2)c(=O)[nH]c1=O,-3,.,18,-2,-0.5,0,.,-2,.,14
OCCC1CN(Cc2cccn2-c2ncccn2)CCN1Cc1ccc(F)cc1 (centres undefined),-1,-1,-5,0,0.1,0,0,1,-13,8
CCOc1ccccc1C(=O)Nc1cc(=O)n(C)c(=O)n1C,-3,-1,-5,-3,-0.2,-3,-7,5,-9,10
O=C(CN1CCOc2ccccc21)NC1CCN(Cc2ccccc2)CC1,-15,0,-14,-2,-0.4,-2,-2,-1,-24,-4
COc1ccc(NC(=O)Nc2ccc(N3CCCC3=O)cc2)cc1OC,0,-1,2,3,-0.3,-1,4,-7,10,38
O=C(N/N=C/c1ccc(-c2ccccc2[N+](=O)[O-])o1)c1cncc(Br)c1,2,13,-16,0,0.1,3,-4,5,-12,0
O=C(NCCCN1CCCC1=O)c1cc(-c2ccc3c(c2)OCO3)nc2ccccc12,-5,1,-25,0,-0.4,-1,7,-2,-18,18
Cc1cccc(NC(=O)COC(=O)CNC(=O)C2CCCCC2)c1,-2,-1,15,2,1.1,0,-7,-10,-24,20
O=C(Nc1ccc(NC(=O)c2cccs2)cc1)c1ccc2ccccc2c1,-2,-1,-46,5,-15,-1,2,13,-26,26
C=CCn1c(CCCNC(=O)CCC)nc2ccccc21,1,1,13,-3,0.3,-6,-3,-7,2,12
